KDM5B inhibitor – blocks human KDM5B histone demethylase activity. Q9UGL1. KDM5B demethylase, FDH-coupled NADH fluorescence (FDH is formaldehyde dehydrogenase). Potency, µM (titrated, usually from 57.7 µM), without a hit: top-dose activity change, negative = inhibition, hits mostly inhibitors. 220,000 tested, 2.6% active; active = well fitted inhibition curve with a large enough effect; inconclusive = small, poorly fitted or top-dose-only effect; inactive = no such curve, though single readings can be large or run the other way; note: 0% is about no effect; nearly all actives have a fitted effect of over 70% in size
Target sequence (Q9UGL1 whole entry, looked up): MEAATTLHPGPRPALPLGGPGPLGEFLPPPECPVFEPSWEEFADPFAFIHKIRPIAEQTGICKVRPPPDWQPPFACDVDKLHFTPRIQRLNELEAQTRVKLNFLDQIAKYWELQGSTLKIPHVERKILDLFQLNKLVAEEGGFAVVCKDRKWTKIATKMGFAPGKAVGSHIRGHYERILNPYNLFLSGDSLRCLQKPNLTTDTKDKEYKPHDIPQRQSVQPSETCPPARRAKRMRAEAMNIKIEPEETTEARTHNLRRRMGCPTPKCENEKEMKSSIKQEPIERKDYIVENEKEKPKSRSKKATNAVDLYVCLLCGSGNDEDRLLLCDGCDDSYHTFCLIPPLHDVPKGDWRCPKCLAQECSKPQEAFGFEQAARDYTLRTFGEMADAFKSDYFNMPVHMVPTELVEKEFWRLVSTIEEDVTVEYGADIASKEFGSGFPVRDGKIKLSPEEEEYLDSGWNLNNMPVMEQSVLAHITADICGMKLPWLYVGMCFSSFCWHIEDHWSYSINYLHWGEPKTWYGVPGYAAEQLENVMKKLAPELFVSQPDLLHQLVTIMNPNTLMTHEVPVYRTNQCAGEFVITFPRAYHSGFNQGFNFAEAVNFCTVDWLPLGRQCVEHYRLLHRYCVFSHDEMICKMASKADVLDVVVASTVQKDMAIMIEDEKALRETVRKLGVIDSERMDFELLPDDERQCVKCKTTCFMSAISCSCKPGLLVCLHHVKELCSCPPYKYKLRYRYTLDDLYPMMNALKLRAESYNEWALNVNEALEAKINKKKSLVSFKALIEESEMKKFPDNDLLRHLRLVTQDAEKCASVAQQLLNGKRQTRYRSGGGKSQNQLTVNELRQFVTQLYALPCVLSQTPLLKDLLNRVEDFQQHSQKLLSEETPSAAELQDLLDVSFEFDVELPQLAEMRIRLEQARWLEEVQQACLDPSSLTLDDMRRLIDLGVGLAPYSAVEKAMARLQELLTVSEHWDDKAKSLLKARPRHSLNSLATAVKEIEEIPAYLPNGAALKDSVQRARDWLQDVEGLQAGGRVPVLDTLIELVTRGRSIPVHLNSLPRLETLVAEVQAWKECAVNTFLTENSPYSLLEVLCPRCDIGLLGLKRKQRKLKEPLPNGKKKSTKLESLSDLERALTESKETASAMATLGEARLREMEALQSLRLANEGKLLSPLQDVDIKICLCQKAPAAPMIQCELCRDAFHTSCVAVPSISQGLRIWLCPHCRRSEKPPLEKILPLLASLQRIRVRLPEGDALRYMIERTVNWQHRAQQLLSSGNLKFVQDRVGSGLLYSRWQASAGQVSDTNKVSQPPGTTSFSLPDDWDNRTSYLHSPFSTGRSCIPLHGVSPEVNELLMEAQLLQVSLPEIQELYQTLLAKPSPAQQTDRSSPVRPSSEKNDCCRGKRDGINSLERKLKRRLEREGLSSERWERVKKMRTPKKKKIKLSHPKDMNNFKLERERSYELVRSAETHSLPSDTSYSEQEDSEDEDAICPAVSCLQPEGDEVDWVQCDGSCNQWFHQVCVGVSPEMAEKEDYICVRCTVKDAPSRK
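KDM5BΔAP (200 nM final) in 50 mM HEPES pH 7.5, 0.01% Tween-20 was preincubated 10 min at RT with compound over a concentration range. Substrate mix (H3K4me3 12.5 µM, α-KG 25 µM, Fe²⁺, ascorbate, NAD⁺, FDH) was added, and NADH fluorescence change over 30 min gave dose-response curves.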
Numbers without * were called inactive; i = inactive; ? = inconclusive; [ ] = another dose, or the depositor's remark. Potency is the fitted concentration of half-maximal effect. These rows are one share of the data; count on the stated rates, not on these rows.

cpd	mol	KDM5B inhibitor
1	CCCNC(=O)C1CCCN1S(=O)(=O)c1cccc2cc(C)cnc12 (centres undefined)	-11%
2	Fc1ccc(-c2noc([C@@H]3Cc4nc[nH]c4CN3Cc3ccccc3)n2)cc1Cl	35µM*
3	COc1ccc(CCNc2oc(-c3ccc(OC)c(OC)c3)nc2C#N)cc1OC	?
4	Cc1cc(C(=O)Nc2ccc([C@H]3OCC(=O)N(CC(=O)N(C)C)[C@@H]3CO)cc2)n(C)n1	11%[86.2 µM]
5	O=C(NCC(c1cccs1)S(=O)(=O)c1cccs1)c1c(F)cccc1F (centres undefined)	1%
6	COc1ccc(NC(=O)c2ccc3c(c2)n(C)c(=O)c2ccnn23)cc1OC	?
7	CC1(C(=O)O)CCN(C(=O)C2CCCCC2)CC1	-6%[230 µM]
8	Cc1ccc(CNc2nc(N)c([N+](=O)[O-])c(Nc3ccc(Cl)cc3)n2)cc1	-23%
9	Cc1nc2c(OCC(=O)OC(C)(C)C)cccn2c(=O)c1-c1cc(C)n(-c2ccc(Cl)cc2)n1	28µM*
10	COc1cccc(C(=O)N2C[C@@H](CO)[C@H](c3nc(C)no3)C2)c1OC	-4%
11	CC(C(=O)N1CCc2ccccc21)n1c(=O)c2c(ncn2C2CCCC2)n(Cc2ccccc2)c1=O (centres undefined)	11%
12	CCC(NC(=O)C1CCCN(c2cnc3nccnc3c2)C1)c1ccc(OC)cc1 (centres undefined)	10%
13	CC(C(=O)Nc1ccc(Cl)cc1Cl)N1C(=O)NC2(CCCC2)C1=O (centres undefined)	9%
14	CCOc1ccc(-c2cc3c(=O)n(CCNC(=O)c4ccc[nH]4)ccn3n2)cc1	?
15	CN(Cc1cccnc1)c1nc2c(c(=O)[nH]1)CCN(CC1CCCCC1)CC2	-28%
16	CC(C)C(=O)N1c2ccccc2NC2=C(C(=O)CC(C)(C)C2)C1c1cccnc1 (centres undefined)	-2%
17	COCCn1c(=O)c2c(n1Cc1ccccc1)CN(Cc1cccnc1OC)CC2	35µM*
18	O=C(NC1CCCCC1)C1CCN(C(=O)c2ccccc2Cl)CC1	-3%
19	CN(C)c1ccc(/C=N/NC(=O)c2ccc3c(c2)OCO3)cc1	?
20	Clc1ccc(-n2nnnc2-c2ccccc2)cc1	21%
21	COc1ccc(C(=O)N2CCC(n3nccc3NC(=O)CC(C)C)CC2)cc1OC	-22%
22	CCO[C@H]1CN(Cc2cnc(-c3cccs3)nc2)C[C@@H]1O	?
23	O=C(c1coc(COc2ccc(F)cc2Cl)n1)N1CCCCO1	16%
24	NNC(=O)c1ccc(CSc2n[nH]c(=O)[nH]c2=O)cc1	-26%
25	CC(=O)c1cccc(NC(=O)c2ccc(C#N)cc2F)c1	1%
26	O=C(Nc1ccccc1)c1nnc(CSCC(=O)N2CCN(c3ccccc3)CC2)s1	-2%
27	Cc1nn(C)cc1CN1CC2(CCN(C(=O)C3CC3)CC2)CC1C(=O)O (centres undefined)	?
28	Cc1nc(N2C(=O)c3oc4ccccc4c(=O)c3C2c2cccc(OCCC(C)C)c2)sc1C (centres undefined)	-19%[11.5 µM]
29	CC(C)CC(=O)N1CC(c2nnc(-c3ccncc3)o2)C2(CCOCC2)C1 (centres undefined)	-6%
30	O=C(O)c1cc(-c2ccco2)nc2ccc(Br)cc12	?
31	CCOc1cccc(-c2nc(C3CCOC3)no2)c1 (centres undefined)	-22%
32	CS(=O)(=O)c1ccc(CC(=O)N[C@H](c2ccccn2)C2CC(O)C2)cc1 (some centres undefined)	17%
33	CC(C)NC(=O)c1ccc(-n2c(-c3ccccc3)cc3c2CCCCC3)cc1	-34%
34	Cc1ccccc1CC(=O)NC1CCCN(c2cc(N(C)C)ncn2)C1 (centres undefined)	-10%
35	COc1ccc(C(=O)Nc2cc(C(F)(F)F)ccc2N2CCN(c3ccccc3)CC2)cc1OC	?
36	NC(=O)c1ccc(NC(=O)C2CC(=O)N(c3n[nH]c4ccccc34)C2)cc1 (centres undefined)	?
37	O=C1[C@@H]2C[C@@H](CN2C(=O)c2ccc(F)cc2)Oc2ccccc2N1Cc1ccc(OC(F)(F)F)cc1	7%
38	COc1cc2cc(C(=O)NCC(=O)Nc3ncc(C)s3)n(C)c2c(OC)c1OC	?
39	Cc1cc(C)c2oc(-c3cccc(NC(=O)COc4ccccc4Cl)c3C)nc2c1	13%
40	CCS(=O)(=O)N1CCc2ccc(NC(=O)NCCC(C)C)cc21	19%
41	CCCNC(=O)NC(=O)CSc1nc2ccccc2c(=O)n1CC	3%
42	CC(C)Oc1ccc(-c2cc(C(=O)O)c3ccccc3n2)cc1	?
43	O=C(c1ccc(Cl)c(S(=O)(=O)N2CCOCC2)c1)N1CCOCC1	28%
44	O=C(COc1ncnc2ccc(Br)cc12)Nc1ccccc1F	14%
45	CC1CCc2nn3ccn(CC(=O)Nc4ccc5c(c4)OCO5)c(=O)c3c2C1 (centres undefined)	-30%
46	Cc1ccc(C)c(N2CCN(C(=O)c3ccc4c(c3)c(C)c(C)n4C)CC2)c1	-22%
47	COCc1ccc(CN[C@H]2C[C@@H](Cc3cc(CCO)on3)C2(C)C)o1	-16%[86.2 µM]
48	CC(C)CN(CC(C)C)C(=O)COC(=O)c1cc(=O)[nH]c2ccccc12	-5%
49	COc1ccc(CCNC(=O)c2sc(NC(C)C)nc2C)cc1	-10%
50	COc1ccc(CN2CCCCC23Cc2ccccc2CN(C(C)=O)C3)cc1 (centres undefined)	-3%[115 µM]

(more compounds)
cpd	mol	KDM5B inhibitor
51	O=C(C1C2C(=O)N(Cc3ccc(F)cc3)C[C@@]23C=C[C@@H]1O3)N1CCSCC1 (some centres undefined)	-14%
52	Cc1cc(C)cc(N/C(N)=N/c2nc(C)cc(C)n2)c1	14%
53	COCCCNc1ncnc2c1CN(C1CCC1)C(=O)CN2C	?
54	O=C(C1CCCC1)N1CC2(CCCN(C3COC3)C2)Cc2ccccc21 (centres undefined)	-4%[149 µM]
55	Cc1noc(-c2ccn3c(CNC(=O)c4ccco4)nnc3c2)n1	28µM*
56	CCNC(=O)N1CCCC1c1noc(CCC(=O)NCCC(C)C)n1 (centres undefined)	-11%
57	O=C(C1CC1)N1CCN(c2nc3ncccc3o2)CC1	?
58	CN(Cc1cccc(C(F)(F)F)c1)Cc1nc(-c2ccccc2)no1	18%
59	Cc1ccc(CNC(=O)Nc2ccccc2Cl)cc1	11%
60	Cc1ccc(C)c(N2CCN(C(=O)C3CCCN(Cc4nc(-c5cccc(Cl)c5)oc4C)C3)CC2)c1 (centres undefined)	-18%
61	Cc1ccc(-n2c(C)nnc2SCC(=O)N2CCOCC2)cc1	22%
62	O=C(Cn1nc2c(cc1=O)CCCCC2)Nc1nc(-c2ccncc2)cs1	8%
63	COC(=O)c1ccc2nc(C[C@@H]3C[C@@H](C(C)C)[C@H](CNC(=O)[C@@H]4CCCC[C@@H]4C(=O)O)C=C3C)[nH]c2c1	6%
64	CCOC(=O)c1ccc2c(c1)N(CC(=O)Nc1cc(F)ccc1F)C(=O)c1ccccc1S2	-5%
65	O=C(c1ccc(C(F)(F)F)cc1)N1CC(Oc2ccc(F)c(F)c2)C1	-17%[115 µM]
66	CCOC(=O)c1c(C)oc2nc(C)nc(NCCCN3CCN(c4ccc(F)cc4)CC3)c12	-21%
67	CCCOc1ccc(C(=O)CCC(=O)OCC(=O)Nc2ccc(OCC)cc2)cc1	-13%
68	COc1cc(OC)cc(C(=O)NCCc2csc(-c3cccc(C)c3)n2)c1	?
69	CCc1c(C)sc2c1CCN(Cc1cccc(OC)c1)C2c1ccccc1 (centres undefined)	?
70	O=C(c1ccc(F)cc1)N1CCn2c(nn(-c3cccc(Cl)c3)c2=O)C1	-11%[115 µM]

7 structures from above, sorted by molar mass, falling.
cpd	mol	KDM5B inhibitor
60	Cc1ccc(C)c(N2CCN(C(=O)C3CCCN(Cc4nc(-c5cccc(Cl)c5)oc4C)C3)CC2)c1 (centres undefined)	-18%
4	Cc1cc(C(=O)Nc2ccc([C@H]3OCC(=O)N(CC(=O)N(C)C)[C@@H]3CO)cc2)n(C)n1	11%[86.2 µM]
51	O=C(C1C2C(=O)N(Cc3ccc(F)cc3)C[C@@]23C=C[C@@H]1O3)N1CCSCC1 (some centres undefined)	-14%
62	O=C(Cn1nc2c(cc1=O)CCCCC2)Nc1nc(-c2ccncc2)cs1	8%
46	Cc1ccc(C)c(N2CCN(C(=O)c3ccc4c(c3)c(C)c(C)n4C)CC2)c1	-22%
27	Cc1nn(C)cc1CN1CC2(CCN(C(=O)C3CC3)CC2)CC1C(=O)O (centres undefined)	?
54	O=C(C1CCCC1)N1CC2(CCCN(C3COC3)C2)Cc2ccccc21 (centres undefined)	-4%[149 µM]

Further records follow.
cpd	mol	KDM5B inhibitor
71	O=C(c1ccccc1)[C@@H]1[C@@H](C(=O)c2ccco2)[C@@]2(C(=O)Nc3ccccc32)[C@H]2c3ccccc3C=CN12	?
72	CCOC(=O)C1CCN(C(=O)c2cccnc2Oc2ccccc2)CC1	?
73	NC(=O)c1ccccc1OCC(=O)N1CC(CNc2ccccc2)C2(C1)CN(c1ccccc1)C2 (centres undefined)	-14%
74	Cc1cccc(C(CC(=O)Nc2ccc(-c3ccno3)cc2)n2cccc2)c1 (centres undefined)	12%
75	O=C(Nc1cc(=O)[nH]c2nc(C(F)(F)F)nn12)c1ccccc1F	-7%
76	COCCN1C(=O)CS(=O)(=O)C12CCN(C(=O)c1ccc(OC)cc1)CC2	16%
77	CN(C)c1ccc(C(=O)NC2CC(c3nnc(CO)n3C3CC3)C2)cn1 (centres undefined)	2%
78	Cc1c(-c2ccccc2)oc2c(C(=O)OCC(=O)NC3CCCC3)cccc2c1=O	10%
79	S=C(NCCc1ccccc1)Nc1ccc(Cl)cc1NC(=S)NCCc1ccccc1	-8%
80	CC(C)CN(CCNC(=O)c1cc(-c2cccs2)nc2ccccc12)CC(C)C	?

Of the compounds above, these contain bromine.
cpd	mol	KDM5B inhibitor
30	O=C(O)c1cc(-c2ccco2)nc2ccc(Br)cc12	?
44	O=C(COc1ncnc2ccc(Br)cc12)Nc1ccccc1F	14%

More entries:
cpd	mol	KDM5B inhibitor
81	Cc1ccc(N2C(=O)N(C(C)C)C(C)(C)CC2(C)O)cc1 (centres undefined)	12%
82	CCN1c2cc(C(=O)Nc3ccc(OC)cc3C)ccc2C(=O)N2CCCCCC21 (centres undefined)	?
83	CN(C(=O)CSc1nc2ccc(NC(=O)CCc3ccccc3)cc2s1)c1ccccc1	-17%
84	CCN(CC)S(=O)(=O)c1nnc(NC(=O)COc2ccccc2Cl)s1	2%
85	O=C(c1ccc(F)cc1Cl)N1CCc2c(nc3cc[nH]n3c2=O)C1	28µM*
86	Fc1ccc(NC(=S)NCCSc2ccc(Cl)cc2)cc1	-1%
87	O=C1C[C@@H]2CCN(C(=O)c3ccccc3)C[C@@H]2CCN1Cc1cccnc1	-5%[86.2 µM]
88	Cc1ccccc1NC(=O)c1cccc2c(=O)c(C)c(-c3ccccc3)oc12	17%
89	CC(C)(C)c1ccc(C(C)(C)C)c2c1OC(c1ccccc1)O2	29%
90	CCCN(Cc1ccc(OC)cc1)Cc1cc(=O)n2[nH]c(-c3cccc(C)c3)cc2n1	-2%
91	Cc1cc(C)cc(NC(=O)c2ccc(CNc3c(N4CCCC4)c(=O)c3=O)cc2)c1	23%
92	COc1cccc(CNC(=O)NNc2nc(C)cc(=O)[nH]2)c1	6%
93	COCCN(Cc1cc(OC)c(OC)c(OC)c1)Cc1cc(=O)n2ccc(C)cc2n1	?
94	CC(O)CNc1nc2c(c(=O)n(Cc3ccccc3)c(=O)n2C)n1C (centres undefined)	23%
95	CN1CCN(C(CN)C2CCCCC2)CC1 (centres undefined)	?
96	CC(Sc1nnc(-c2ccco2)o1)C(=O)Nc1ccc2c(c1)OCO2 (centres undefined)	9%
97	CCN1CCN(C(=O)C2CCCN(Cc3cccnc3)CCC(=O)NCC2)CC1 (centres undefined)	-21%
98	CCc1ccc(-c2cc3c(=O)[nH]nc(SCC(=O)NCCC(C)C)n3n2)cc1	12%
99	Cc1ccc(CNC(=O)c2ccc(CS(=O)(=O)c3ccccc3C)o2)cc1	-3%
100	O=C(c1ccccc1F)N1CCC2(CC1)CC(OCC1CC1)CCO2 (centres undefined)	17%
101	COc1ccc(NC(=O)COC(=O)c2cc(=O)c3ccccc3o2)c(OC)c1	20%
102	Cc1nn(C)c(Cl)c1CN1CCN(CCC(C)C)C(CCO)C1 (centres undefined)	-11%
103	O=C(NC1CC1)C1CCc2nnc(-c3ccc(Cl)cc3Cl)n21 (centres undefined)	10%[149 µM]
104	Cc1cc(NC(=O)Cc2ccccc2)cc(-c2nc3ccccc3o2)c1O	-1%
105	COCc1cn(C[C@H]2C[C@@H](NC(=O)c3ccc(C#N)cc3)[C@H](O)[C@@H]2O)nn1	-17%[86.2 µM]
106	Cc1ccc(-c2cc(C(=O)O)c3cccc(C)c3n2)s1	i
107	Cc1cc(C)n2nc(SCC(=O)c3cc(C)n(C4CCS(=O)(=O)C4)c3C)nc2n1 (centres undefined)	8%
108	C[C@]1(CO)C2CC[C@@H](O)[C@@H](CC(=O)N3CCC[C@H]3CO)[C@]2(C)CC[C@H]1OC(=O)Nc1ccccc1 (some centres undefined)	-7%
109	CN1CCC(OC2CCN(C(=O)c3ccc(C(F)(F)F)cc3)CC2)CC1	-15%
110	Cc1occc1C(=O)N1CC(F)(F)C[C@H]1c1nnc(C2CC2)o1	-18%
111	CC(C)NC(=O)C[C@@H]1O[C@H](CNCc2cccc(Cl)c2)[C@@H](O)[C@H]1O	-6%[86.2 µM]
112	COc1cccc(CN2CCC3(CC2)Cc2ccccc2CNC3=O)n1	15%[149 µM]
113	CCCOc1cccc(C(=O)Nc2cc(-c3ccccc3)no2)c1	-23%
114	CN(c1cc(=O)c2ccnc(-c3ccc([S+](C)(=O)[O-])cc3)c2o1)C1CCOCC1	35µM*
115	COc1cc(NC(=O)c2cnc(NCc3ccccc3)nc2C)cc(OC)c1OC	-14%
